RGS4 inhibitor: Inhibitors of Regulator of G Protein Signaling (RGS) 4: qHTS. Transcreener GDP fluorescence polarization, RGS4-accelerated GTP hydrolysis. Potency, µM (series often up to 114 µM), for inactives: top-dose activity change, negative = inhibition, usual class: inhibitors. AID 504845, 2011. 390,000 tested, 0.039% active; further: on the % scale 0 is the no-effect control and ±100 the full control effect; nearly all actives have a fitted effect of over 75% in size; some results filed as inactive show a strong effect at the top dose
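MLSMR compounds (23 nl, pin-transferred) preincubated 10 min at room temperature with a 500nM (2x) first reagent, then RGS4 at 900nM (2x) plus Transcreener GDP mix added; fluorescence polarization (620/688 nm) read before and after 90 min at 30 °C.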
TrxR1 inh: qHTS Assay for Inhibitors of Mammalian Selenoprotein Thioredoxin Reductase 1 (TrxR1): qHTS. Thioredoxin reductase 1, cytoplasmic (Rattus norvegicus), O89049. recombinant rTrxR1, NADPH fluorescence consumption, selenite substrate. Potency, µM (series often up to 114 µM), for inactives: at the top dose activity change, negative = inhibition, hits mostly inhibitors. 390,000 tested, 1% active; further: on the % scale 0 is the no-effect control and ±100 the full control effect; nearly all actives have a fitted effect of over 65% in size
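Rat TrxR1 (90 nM in the dispensed reagent) was pre-reduced with 400 uM NADPH for 5 min at room temperature, then incubated with compound for 15 min. After 400 uM selenite was added, NADPH fluorescence (Ex 340/Em 450 nm) was followed for 8 min.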
Pin1 inh: qHTS Assay to Find Inhibitors of Pin1 | Pin1 FP peptide displacement, HiFluor488, 10 min | 390,000 tested, 0.009% active | Potency, µM (top dose mostly 115 µM), for inactives: at the highest dose activity, negative = inhibition, hits mostly inhibitors | Peptidyl-prolyl cis-trans isomerase NIMA-interacting 1 (Homo sapiens), Q13526; active means well fitted inhibition curve with a large enough effect in the polarisation, with a control signal flat, not every such curve was filed as active; inconclusive means small, poorly fitted or top-dose-only effect, or effect the other way, or a change in a side signal; inactive means no such curve, though single readings can be large or run the other way; the % refers to the polarisation; further: on the % scale 0 is the no-effect control and ±100 the full control effect
GLS inhibitor: qHTS for Inhibitors of Glutaminase (GLS) | GLS enzymatic activity, qHTS titration | Glutaminase kidney isoform, mitochondrial (Homo sapiens), O94925 | Potency, µM (doses to about 45.5 µM), without a hit: top-dose activity change, negative = inhibition, most hits filed as inhibitors | AID 624170, 2012 | 410,000 tested, 0.21% active; further: on the % scale 0 is the no-effect control and ±100 the full control effect
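hKGA in 45 mM KH2PO4 (pH 8.2), 0.02% Tween-20 with compound, then 1mM L-Glutamine (stock as added) plus glutamate oxidase/HRP/Amplex red coupling mix. Fluorescence read initially and after 30 min at RT; signal change reflects glutamate formation.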
PGK inhibitor: qHTS Assay to Find Inhibitors of Phosphoglycerate Kinase | AID 602233, 2012 | Phosphoglycerate kinase, glycosomal (Trypanosoma brucei brucei), P07378 | PGK/GAPDH coupled, Kinase-Glo luminescence, 60 min | Potency, µM (doses to about 57.5 µM), for inactives: at the highest dose activity change, negative = inhibition, usual class: inhibitors | 380,000 tested, 0.043% active; further: on the % scale 0 is the no-effect control and ±100 the full control effect; nearly all actives have a fitted effect of over 60% in size
Target sequence (P07378 whole entry, looked up): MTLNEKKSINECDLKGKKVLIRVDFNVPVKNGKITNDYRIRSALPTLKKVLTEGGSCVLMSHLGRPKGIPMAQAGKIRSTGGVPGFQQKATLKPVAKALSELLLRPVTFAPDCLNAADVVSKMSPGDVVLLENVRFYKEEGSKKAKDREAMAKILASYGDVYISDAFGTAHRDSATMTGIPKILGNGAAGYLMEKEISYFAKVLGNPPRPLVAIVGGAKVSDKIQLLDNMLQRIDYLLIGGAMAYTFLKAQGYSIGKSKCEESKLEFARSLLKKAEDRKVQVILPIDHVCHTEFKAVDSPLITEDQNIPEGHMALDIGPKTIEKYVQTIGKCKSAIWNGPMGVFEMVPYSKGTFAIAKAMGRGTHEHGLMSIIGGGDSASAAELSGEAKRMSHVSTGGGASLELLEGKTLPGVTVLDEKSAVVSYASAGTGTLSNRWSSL
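Recombinant glycosomal PGK reaction used 1,3-bisphosphoglycerate generated in-well by GAPDH (100nM final) in 100mM TEA pH 7.6, 5mM MgCl2, 0.01% Tween-20. After 60 minutes at room temperature, ATP was read by Kinase-Glo Plus luminescence end-point.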
ERG Ets-DNA blk: qHTS for Small Molecule Inhibitors of the ERG Ets/DNA interaction; Transcriptional regulator ERG (Homo sapiens), P11308; fluorescence polarization, His-ERG Ets domain / labelled DNA; Potency, µM (titrated, usually from 76.9 µM), inactives show at the highest dose FP activity, negative = inhibition, most hits filed as inhibitors; 370,000 tested, 0.028% active; AID 624246, 2012; active means well fitted inhibition curve with a large enough effect in the polarisation, with a control signal flat; inconclusive means small, poorly fitted or top-dose-only effect, or effect the other way, or a change in a side signal; inactive means no such curve, though single readings can be large or run the other way; the % refers to the polarisation;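 further: polarization taken with two DNA probes labelled with fluorescein and Texas red; % of control where 0% means no effect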
Target sequence (P11308 whole entry, looked up, the tested form may be a part): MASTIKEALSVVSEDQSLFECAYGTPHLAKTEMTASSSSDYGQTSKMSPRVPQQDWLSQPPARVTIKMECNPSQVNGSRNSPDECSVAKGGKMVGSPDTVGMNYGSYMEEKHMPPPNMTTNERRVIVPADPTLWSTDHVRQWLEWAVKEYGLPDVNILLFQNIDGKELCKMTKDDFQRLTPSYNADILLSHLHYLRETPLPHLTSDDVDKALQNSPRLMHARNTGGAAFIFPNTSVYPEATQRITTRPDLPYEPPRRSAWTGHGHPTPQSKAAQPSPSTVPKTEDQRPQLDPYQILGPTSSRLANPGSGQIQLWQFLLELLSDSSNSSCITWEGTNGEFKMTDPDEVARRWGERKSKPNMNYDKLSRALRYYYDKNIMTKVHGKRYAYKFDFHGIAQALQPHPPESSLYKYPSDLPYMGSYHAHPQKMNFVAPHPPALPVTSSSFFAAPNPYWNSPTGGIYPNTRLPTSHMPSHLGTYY
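His-tagged ERG Ets domain (1 uM in the protein solution; 300mM KCl, 50mM Tris-HCl, 1mM EDTA, 1mM DTT, pH 7.5) received compound, then a probe mix of 5 nM fluorescein-DNA and 100nM Texas-615-DNA. Fluorescence polarization was read for both dyes.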
12-LOX inh: Primary qHTS assay for inhibitors of human arachidonate 12S-lipoxygenase (ALOX12): Round 2; Polyunsaturated fatty acid lipoxygenase ALOX12 (Homo sapiens), P18054; 580,000 tested, 1.1% active; Potency, µM (series often up to 108 µM), inactives show at the highest dose activity change, negative = inhibition, most hits filed as inhibitors; purified 12hLO, xylenol orange hydroperoxide absorbance; further: on the % scale 0 is the no-effect control and ±100 the full control effect
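Hydroperoxide product was detected by ferrous iron/xylenol orange as the 573 to 405 nm absorbance ratio. Arachidonic acid at 40 uM (final) was turned over for 30 min at room temperature by 150 nM human 12hLO, pH 7.0 Hepes buffer, after 15 min compound preincubation.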
HP1b chromo inh: HTS for Inhibitors of HP1-beta Chromodomain Interactions with Methylated Histone Tails | Potency, µM (series often up to 114 µM), for the others: at the highest dose activity change, negative = inhibition, usual class: inhibitors | Chromobox protein homolog 1 (Homo sapiens), P83916 | 390,000 tested, 0.56% active | AID 540317, 2011 | AlphaScreen HP1-beta / biotin-H3K9me3 peptide binding; further: nearly all actives have a fitted effect of over 70% in size; inactives centre near 23
Target sequence (P83916 whole entry, looked up): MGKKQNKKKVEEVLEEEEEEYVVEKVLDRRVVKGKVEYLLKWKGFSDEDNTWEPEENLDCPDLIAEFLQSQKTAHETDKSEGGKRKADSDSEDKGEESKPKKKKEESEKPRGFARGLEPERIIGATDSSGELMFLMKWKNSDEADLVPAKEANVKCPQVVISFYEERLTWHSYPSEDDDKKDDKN
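AlphaScreen: HP1-beta (50 nM) preformed 30 min with biotin-H3(1-18)K9me3 peptide (50 nM) in PBS pH 7.4, 0.01% Tween-20. Compound added for 30 min at RT, then streptavidin donor/nickel chelate acceptor beads (10 ug/mL) for 30 min.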
JMJD2A Tudor inh: qHTS Assay for Inhibitors of JMJD2A-Tudor Domain; Lysine-specific demethylase 4A (Homo sapiens), O75164; AlphaScreen JMJD2A-Tudor / H3K4me3 peptide binding; Potency, µM (series often up to 114 µM), without a hit: at the highest dose activity change, negative = inhibition, hits mostly inhibitors; 390,000 tested, 4.4% active; further: on the % scale 0 is the no-effect control and ±100 the full control effect; nearly all actives have a fitted effect of over 50% in size
The depositor's hits bear a star; i = inactive; u = inconclusive; x = not tested or not shown; [ ] = remark or other dose. Unless noted, the call rests on the fitted dose curve; in most records, active means well fitted curve in the direction sought with a large enough effect; inconclusive means small, poorly fitted or top-dose-only effect, or another doubt; inactive means no such curve, though single readings can be large; an effect the other way counts as inactive or inconclusive. Potency means the concentration at half of the fitted maximal effect. These rows are one share of the data, so the mix of outcomes need not match the whole.

Start of the listing, in advance (two entries):
SMILES	RGS4 inhibitor	TrxR1 inh	Pin1 inh	GLS inhibitor	PGK inhibitor	ERG Ets-DNA blk	12-LOX inh	HP1b chromo inh	JMJD2A Tudor inh
CO/N=C/C(=N\Nc1ccc(C)cc1)C(=O)c1ccc(OC)cc1	2.0%	1.6%	-1.3%	1.2%	-5.2%	1.3%	12.6%	12.9%	-26.7%
Cc1ccc(NC(=O)Cn2nnc3ccccc32)c(C)c1	5.4%	9.1%[57.1 µM]	1.8%	1.6%	6.6%	6.7%	28.0%	13.2%	-6.8%

All compounds of this part (from the top)
SMILES	RGS4 inhibitor	TrxR1 inh	Pin1 inh	GLS inhibitor	PGK inhibitor	ERG Ets-DNA blk	12-LOX inh	HP1b chromo inh	JMJD2A Tudor inh
CO/N=C/C(=N\Nc1ccc(C)cc1)C(=O)c1ccc(OC)cc1	2.0%	1.6%	-1.3%	1.2%	-5.2%	1.3%	12.6%	12.9%	-26.7%
Cc1ccc(NC(=O)Cn2nnc3ccccc32)c(C)c1	5.4%	9.1%[57.1 µM]	1.8%	1.6%	6.6%	6.7%	28.0%	13.2%	-6.8%
Cc1cccc(NC(=S)NCc2ccc3c(c2)cc(C)n3C)c1C	-42.0%	24.4%	-11.5%	9.0%	2.6%	28.2µM*	35.5µM*	u	35.5µM*
COc1ccc(C(CNC(=O)c2oc3ccccc3c2C)N2CCCC2)cc1 (stereo not given)	-22.2%	-9.3%	0.3%	-12.4%	0.5%	-0.3%[15.4 µM]	u	8.1%	-18.8%
CCn1ccc2cc(S(=O)(=O)N3CCCN(C(=O)Nc4ccc(C)c(F)c4)CC3)ccc21	16.2%	-8.8%[57.1 µM]	15.1%	-8.2%	2.4%	u	-3.7%	11.0%[57 µM]	-18.5%
CC1=C(C(=O)Nc2ccccc2)C(c2ccccc2)n2nc(-c3ccco3)nc2N1 (stereo not given)	0.0%	13.5%	11.9%	-0.2%	i	-1.0%	-6.7%	46.6%[activator]	-1.4%
Cc1ccc(NS(=O)(=O)c2c(C(=O)N3CCCCCC3)c(C)n(C)c2C)c(Cl)c1	0.7%[11.4 µM]	14.0%	-5.2%	-5.8%	-7.1%	0.7%	u	46.9%[activator]	-17.6%
COc1ccc(OC)c(CCNC(=O)Cc2ccc(NC3=NC4CS(=O)(=O)CC4S3)cc2)c1 (stereo not given)	-2.0%	4.5%[57.1 µM]	5.9%	-6.1%	-6.8%	11.9%	-9.3%	37.2%	-17.6%
C(=N\Nc1nc2ccccc2[nH]1)/c1ccncc1	19.9%	-10.8%[57.1 µM]	-17.6%	16.5%	-8.9%	3.7%	5.5%	-8.8%	-29.9%
CCCc1ccc(Oc2cc(NN3CCCCC3)c([N+](=O)[O-])cc2[N+](=O)[O-])cc1	0.4%	-1.3%	3.8%	2.2%	5.7%	8.3%	16.1%	3.9%	-33.3%
COc1ccc(S(=O)(=O)Cc2ccc(C(=O)NCc3ccccn3)o2)cc1	12.4%	u	-2.5%	-0.9%	-8.5%	-12.4%	i	47.8%[activator]	-0.7%
O=c1[nH]n2c(=O)c3c([nH]c2c1N=Nc1cccc(Cl)c1)CCC3	-21.7%	u	u	u	-9.0%	5.2%	u	u	3.98µM*
CCc1ccc(OC(C)C(=O)Nc2c(C(=O)c3ccccc3)oc3ccccc23)cc1 (stereo not given)	22.9%	42.8%[activator]	12.9%	-3.8%	-7.5%	0.1%	-24.1%	94.7%[activator]	58.4%[activator]
O=C(CC(C(=O)O)C1CCCO1)NCCc1ccc2c(c1)OCO2 (stereo not given)	-17.8%	11.7%	-2.2%	-15.1%	-3.9%	-2.8%	-4.1%	4.9%	1.8%
COc1ccc(/C=N/NC(=O)c2nc(-c3ccccc3)n(-c3ccccc3)n2)cc1	21.5%	-2.9%	-7.6%	6.1%	-8.7%	6.0%	-5.6%	20.5%	-24.1%
CCc1nnc(NC(=O)CCc2ccc(C)o2)s1	-15.5%	12.3%	1.5%	-4.6%	-9.5%	4.8%	-22.6%	21.9%	-10.6%
COc1cccc(S(=O)(=O)Nc2noc3ccccc23)c1	5.5%	23.5%	-0.5%	-3.9%	-2.7%	4.4%	0.0%	58.0%[activator]	-13.4%
CN1c2ccccc2C(C)(C)C12CC(c1ccc(S(=O)(=O)N3CCCCC3)cc1)=NO2 (stereo not given)	-9.8%	34.4%	-6.1%	-1.2%	-6.2%	-0.1%	-3.6%	24.2%	-13.1%
O=C(/C=C/c1ccccc1)Nc1nc(-c2cccs2)ns1	0.5%	20.6%	3.1%	1.6%	9.7%	5.8%	0.0%	48.3%[activator]	-23.5%
O=C(c1ccc(Cl)c(S(=O)(=O)NCc2ccccc2)c1)N1CCN(c2ccccn2)CC1	-11.9%	13.0%	-3.4%	1.2%	-1.6%	-12.7%	-9.5%	11.6%	-7.6%
CCC(C)[C@H](NC(=O)N1CC(=O)Nc2ccccc21)C(=O)NC(C)CCc1ccccc1 (stereo not given in full)	19.3%	15.0%	-2.4%	-3.7%	7.1%	5.5%	-12.1%	39.3%[activator]	-12.4%
COc1ccc(NC(=O)CC2SC3=NCCN3C2=O)cc1 (stereo not given)	-11.0%	28.9%[57.1 µM]	2.6%	1.3%	-6.5%	-10.9%	5.5%	51.1%[activator]	-2.3%[11.4 µM]
CCOc1ccccc1-c1nc(SCC(=O)c2ccc(OC)c(Br)c2)n[nH]1	-12.3%	-6.6%	-3.0%	10.4%	i	2.9%	-12.9%	43.2%[activator]	-7.3%
Cc1cc2ccccn2c1C(C[N+](=O)[O-])c1ccc(N(C)C)cc1 (stereo not given)	-21.9%	0.9%[57.1 µM]	3.8%	u	-17.1%	-2.5%	-16.0%	u	11.2µM*
COc1ccc2nc(COC(=O)c3cccs3)c(C(C)=O)[n+]([O-])c2c1	-17.9%	11.8%	-1.6%	-9.1%	i	-10.0%	31.6µM*	4.5%	-8.0%

Next section:
SMILES	RGS4 inhibitor	TrxR1 inh	Pin1 inh	GLS inhibitor	PGK inhibitor	ERG Ets-DNA blk	12-LOX inh	HP1b chromo inh	JMJD2A Tudor inh
COc1cccc(C2NC(C)(C(=O)O)C3C(=O)N(C(C)C)C(=O)C23)c1O (stereo not given)	24.2%	-24.5%	11.4%	27.7%	3.9%	3.7%	29.2%	61.9%[activator]	-16.6%
CC(C)(C)C(=O)Cn1c(=O)n(CC2CCCO2)c(=O)c2ccccc21 (stereo not given)	11.8%	2.4%	0.9%	-2.3%	-9.3%	-10.7%	6.7%	16.5%	-15.2%
COc1cccc(CNC(=O)c2ccc(NC(=O)C3=CSCCO3)cc2)c1	2.0%	9.5%	6.0%	0.4%	3.3%	5.1%	6.6%	18.4%[57 µM]	-14.1%
COc1ccc(S(=O)(=O)NCc2cccnc2)cc1NC(=O)c1ccccc1	7.6%	29.4%[57.1 µM]	-3.7%	-8.1%	3.5%	-7.7%	12.9%	20.0%	-10.9%
CCc1cc(C(=O)COc2ccc(F)cc2)c(O)cc1O	16.4%[56.9 µM]	11.3%	-12.7%	0.5%	-2.8%	5.2%	-9.0%	37.6%	-23.6%
CCOc1ccc(S(=O)(=O)N2CCC(c3ccncc3)CC2)cc1	0.9%	7.0%[57.1 µM]	4.5%	-3.7%	-0.6%	12.6%	-25.7%	46.5%	-9.3%
Cc1csc(SCC(=O)N2CCN(S(=O)(=O)c3ccccc3)CC2)n1	-5.0%	7.5%	0.8%	0.9%	-8.3%	1.9%	1.7%	14.9%	-8.2%
Cc1ccc(C(=O)N2N=C(c3ccc(Br)cc3)CC2c2ccccc2O)cc1 (stereo not given)	1.3%	23.7%[57.1 µM]	-0.9%	5.1%	i	3.8%	u	7.7%	-19.6%
Cc1cc(OC(C)C(=O)Nc2cccc(-c3nc4ccccc4o3)c2)cc(C)c1Cl (stereo not given)	14.0%	35.9%	u	-8.0%	0.9%	0.3%	0.0%	17.1%	-6.0%
CCN1C(=O)N[C@@H](c2ccccc2)C(C(=O)OC)=C1C	14.4%	13.5%[57.1 µM]	-0.1%	-2.7%	-3.4%	-6.2%	14.2%	26.2%	-15.2%
Nc1ccc(C(=O)OCC(=O)Nc2cc([N+](=O)[O-])ccc2F)cc1	7.8%	20.4%	0.7%	3.3%	x	28.1%	-5.6%	4.9%	-36.3%
Cc1ccc(Cl)cc1N1CCN(S(=O)(=O)c2ccc3c(c2)CCCN3C(=O)C2CCC2)CC1	0.8%	15.9%[57.1 µM]	4.2%	2.5%	-3.0%	1.7%	-12.0%	31.0%[57 µM]	-9.0%
N#Cc1c(SCC(=O)N2CCOCC2)nsc1SCC(=O)N1CCOCC1	-11.2%	5.1%	7.0%	-8.5%	-4.7%	0.5%	0.0%	36.1%	-2.5%

Source: PubChem BioAssay (National Center for Advancing Translational Sciences (NCATS))
